Screens: PubChem, several laboratories
Mcl1 Bid PPI: Mcl-1/Bid binding inhibitors, primary screen, biochemical, TR-FRET, 1536-well; Induced myeloid leukemia cell differentiation protein Mcl-1 (Homo sapiens), Q07820; TR-FRET Mcl-1/Bid-Dy647 peptide binding; inhibition, % at 21.7 µM; 0.97% of 220,000 active;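 active = compounds that cut the binding signal by more than half at the single screening dose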;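 note: His-tagged Mcl-1 with europium anti-His antibody binding Bid BH3 peptide; 0% = Mcl-1 plus peptide wells and 100% = peptide-only wells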
Bfl-1 Bim block: inhibitors of Bim binding to Bfl-1, primary screen, biochemical, multiplexed, bead-based flow cytometry | Bcl-2-related protein A1 (Homo sapiens), Q16548 | Bim-Bfl-1 binding inhibition | inhibition, % at 10 µM | 0.12% of 190,000 active;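 note: 0% = wells without compound plus tracer and 100% = blocker peptide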
Bcl-W Bim block: inhibitors of Bim binding to Bcl-W, primary screen, biochemical, multiplexed, bead-based flow cytometry | Bcl-2-like protein 2 (Homo sapiens), Q92843 | Bim peptide-Bcl-W binding | inhibition, % at 10 µM | 0.02% of 190,000 active | AID 952, 2007;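 note: 0% = bound tracer without compound and 100% = peptide blocker; higher means less fluorescent Bim peptide bound to Bcl-W beads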
Target sequence (Q92843 whole entry, looked up): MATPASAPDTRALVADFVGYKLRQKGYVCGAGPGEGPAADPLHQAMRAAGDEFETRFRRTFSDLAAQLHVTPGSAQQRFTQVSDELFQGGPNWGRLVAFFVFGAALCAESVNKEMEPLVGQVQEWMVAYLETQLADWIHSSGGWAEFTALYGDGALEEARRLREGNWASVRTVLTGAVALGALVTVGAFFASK
Bcl-2 Bim block: inhibitors of Bim-Bcl-2 binding, primary screen, biochemical, multiplexed, human Bcl-2 family; inhibition, % at 10 µM; 0.06% of 190,000 active; Apoptosis regulator Bcl-2 (Homo sapiens), P10415; Bead-based flow cytometry, Bim peptide-Bcl-2 binding; in the data active = inhibition above about 40%; inconclusive = no clear call, values can overlap the other calls;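 note: 0% = no compound wells with probe peptide and 100% = reference peptide inhibitor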
Target sequence (P10415 whole entry, looked up): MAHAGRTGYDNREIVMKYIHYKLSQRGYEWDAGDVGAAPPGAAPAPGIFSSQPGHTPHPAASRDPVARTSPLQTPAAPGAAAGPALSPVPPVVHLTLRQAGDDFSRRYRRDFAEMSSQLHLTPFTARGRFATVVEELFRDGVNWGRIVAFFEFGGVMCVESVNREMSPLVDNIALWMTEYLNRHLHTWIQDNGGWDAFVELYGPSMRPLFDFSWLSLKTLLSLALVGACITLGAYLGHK
Bcl-XL Bim block: inhibitors of Bim-Bcl-XL binding, primary screen, biochemical, multiplexed, bead flow cytometry, human Bcl-XL. Bcl-2-like protein 1 (Homo sapiens), Q07817. Bim peptide-Bcl-XL binding, fluorescence. inhibition, % at 10 µM. 0.04% of 190,000 active
Mcl-1 Bim block: inhibitors of Bim peptide binding to Mcl-1, primary screen, biochemical, bead-based flow cytometry, multiplex; Induced myeloid leukemia cell differentiation protein Mcl-1 (Homo sapiens), Q07820; Bim peptide-Mcl-1 binding; inhibition, % at 10 µM; 0.1% of 190,000 active; AID 1009, 2008;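 note: 0% = no compound tracer wells and 100% = peptide blocker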
Mcl1-Noxa inh: Mcl-1/Noxa binding inhibitors, primary screen, biochemical, TR-FRET, 1536-well; Induced myeloid leukemia cell differentiation protein Mcl-1 (Homo sapiens), Q07820; TR-FRET Mcl-1/Noxa peptide binding, 2 h; inhibition, % at 21.7 µM; 1.5% of 220,000 active; AID 1022, 2008;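 active = compounds that cut the protein-peptide binding signal by more than 50% relative to plate controls in a single-dose test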;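 note: His-tagged Mcl-1 with rhodamine Noxa BH3 peptide and terbium anti-His antibody; 0% = Mcl-1 plus Noxa peptide wells and 100% = peptide-only wells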
RGS8-Gao reg: RGS8-Galphao binding modulators, primary screen, biochemical, multiplexed bead flow cytometry. Guanine nucleotide-binding protein G(o) subunit alpha (Homo sapiens), P09471. actives lie on both sides. response (percent of control binding), % at 10 µM. 0.34% of 220,000 active. AID 1423, 2008; in the data active = response below about 60% or above about 140%; inactive = in between;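 note: Galphao activated as the GDP aluminium fluoride complex binding bead-coupled RGS8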
Target sequence (P09471 whole entry, looked up): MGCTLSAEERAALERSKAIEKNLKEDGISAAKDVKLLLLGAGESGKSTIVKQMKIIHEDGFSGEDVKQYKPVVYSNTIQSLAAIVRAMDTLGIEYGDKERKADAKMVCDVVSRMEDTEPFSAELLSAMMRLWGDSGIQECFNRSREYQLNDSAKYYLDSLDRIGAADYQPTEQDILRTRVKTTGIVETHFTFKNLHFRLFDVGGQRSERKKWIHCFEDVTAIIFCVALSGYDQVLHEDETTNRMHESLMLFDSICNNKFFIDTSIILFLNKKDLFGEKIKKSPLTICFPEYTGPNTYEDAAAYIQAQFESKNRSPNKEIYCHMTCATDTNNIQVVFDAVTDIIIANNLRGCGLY
RGS4-Gao reg: modulators of RGS4 binding to Galphao, primary screen, biochemical, multiplexed bead flow cytometry; Guanine nucleotide-binding protein G(o) subunit alpha (Homo sapiens), P09471; binding response (% of control), % at 10 µM; actives lie on both sides; AID 1415, 2008; 0.33% of 220,000 active; in the data active = binding response below about 49% or above about 150%; inactive = in between;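 note: fluorescent Galphao activated with aluminum fluoride binding bead-coupled RGS4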
Bcl-B Bim block: inhibitors of Bim-Bcl-B binding, primary screen, biochemical, multiplexed, human Bcl-2 family | AID 951, 2007 | inhibition, % at 10 µM | 0.073% of 190,000 active | Bcl-2-like protein 10 (Homo sapiens), Q9HD36 | bead-based flow cytometry, Bim peptide-Bcl-B binding;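 note: 0% = tracer peptide without compound and 100% = reference inhibitor peptide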
Target sequence (Q9HD36 whole entry, looked up): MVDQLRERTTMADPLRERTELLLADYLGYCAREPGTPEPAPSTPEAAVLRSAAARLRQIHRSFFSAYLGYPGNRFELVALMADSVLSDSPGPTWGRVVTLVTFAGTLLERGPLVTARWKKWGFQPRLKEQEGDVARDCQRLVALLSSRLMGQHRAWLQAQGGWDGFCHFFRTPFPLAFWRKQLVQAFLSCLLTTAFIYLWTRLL
RGS7-Gao: RGS7-Galphao binding modulators, primary screen, biochemical, multiplexed bead flow cytometry. Guanine nucleotide-binding protein G(o) subunit alpha (Homo sapiens), P09471. actives lie on both sides. binding response (% of control), % at 10 µM. 0.35% of 220,000 active. AID 1439, 2008; in the data active = binding response below about 49% or above about 150%; inconclusive = no clear call, values can overlap the other calls; inactive = in between;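 note: fluorescent Galphao held in activated GDP-AlF4 state binding bead-coupled RGS7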
Active calls of the source: *; ? = inconclusive; . = not tested or not shown. Cut-off read from the data, not from the text of the source, unless noted: active = inhibition above about 40%.

SMILES	Mcl1 Bid PPI	Bfl-1 Bim block	Bcl-W Bim block	Bcl-2 Bim block	Bcl-XL Bim block	Mcl-1 Bim block	Mcl1-Noxa inh	RGS8-Gao reg	RGS4-Gao reg	Bcl-B Bim block	RGS7-Gao
CCCCC(=O)Nc1ccc(NC(=O)c2cccs2)cn1	2	2	0	0	-1	-1	-31	95	99	0	101
O=C(CCCc1ccccc1)NCc1ccccc1	-12	0	-1	-1	0	-1	-6	105	102	-3	101
Cc1ccc2nc(-c3ccncc3)cc(C(=O)Nc3ccc4c(c3)OCCO4)c2c1	-3	7	2	0	3	-2	17	102	102	0	?
Cn1c(=O)c2c(ncn2CC(=O)N/N=C/C=C\c2ccccc2[N+](=O)[O-])n(C)c1=O	-22	.	.	.	.	.	0	97	95	.	?
Cc1cccc(NC(=O)[C@H](Cc2ccccc2)NC(=O)OCc2ccccc2)c1	-2	0	-4	-1	-6	-4	18	101	98	-6	97
COc1ccccc1NC(=O)N1CCCC1C(=O)NCc1ccccc1F (centres undefined)	2	-14	-3	-10	6	-3	-4	99	101	-7	99
Cc1[nH]c2ccccc2c1C(=O)CSC(=S)N1CCCCC1	3	-12	-5	-3	-5	-5	13	101	98	-15	102
NC(=O)c1ccc(-n2nnnc2Oc2ccc(Br)cc2)cc1	-2	-7	-12	-5	-17	-28	2	105	106	-4	105
CCOC(=O)CC1C(=O)NCCN1C(=O)c1ccc(F)cc1F (centres undefined)	-18	0	0	2	-4	0	-2	89	92	0	94
O=C(Nc1ccccc1)Nc1cccc2ccccc12	-2	.	.	.	.	.	-29	93	85	.	?
CCOC(=O)C1(N(CC)CC)Sc2cc(C)ccc2NC1=O (centres undefined)	-3	0	-2	-3	0	-1	-10	102	98	0	100
COc1ccc(N2C(=O)C(CC(=O)O)S/C2=C\C(C)=O)cc1 (centres undefined)	-23	-11	-1	-6	-8	3	12	97	94	-6	96
COc1ccccc1NS(=O)(=O)c1ccc(Cl)c(NC(=O)c2sc3cc(Cl)ccc3c2Cl)c1	-22	-7	-4	-2	-2	-3	3	97	97	-5	?
Cc1ccc(-c2cc(-c3ccccc3)c3c(N)c(S(C)(=O)=O)sc3n2)cc1	-25	-8	-2	-8	-4	-2	-11	98	94	-10	93
CN(C1CCCCC1)S(=O)(=O)c1ccccc1	-9	0	0	-3	0	-4	-14	97	101	1	101
CCOC(=O)c1c(-c2ccc(F)cc2)csc1NC(=O)c1c(-c2ccccc2)noc1C	-9	-18	-7	-12	-11	-6	-74	100	97	-12	100
Cc1ccccc1-c1cccc([C@@H]2C[C@H]3CN(Cc4cccnc4)C(=O)[C@]34CCCN24)c1	-80	-5	-1	-2	-3	0	0	109	110	-1	112
CCOC(=O)C1CCN(S(=O)(=O)c2cccc(-c3cn4ccccc4n3)c2)CC1	.	4	4	3	2	5	.	94	95	0	92
O=C(COc1cccc2ccccc12)Nc1nc2ccccc2[nH]1	-31	-13	0	-6	-2	-3	-35	102	103	-10	102
C/C(=N\NC(=O)CCCOc1ccc(Cl)cc1C)c1ccc(C)o1	-3	0	-2	-4	-4	-1	15	102	101	-5	102
CC(C)Cc1ccc(/C=C/C(=O)N2CCOCC2)cc1	-18	-7	-3	-2	-3	-3	-4	100	99	-9	100
C=C(C)CSc1nnc(CCCCCNC(=O)OC(C)(C)C)o1	-38	.	.	.	.	.	-4	96	102	.	?
C/C(O)=c1/cnc2nc3ccccc3n2c1=O	-18	-5	0	-1	-1	0	17	98	100	-2	?
O=C(NCCN1CCOCC1)C1CCN(c2ncnc3c2sc2cccc(F)c23)CC1	-12	-6	-1	-7	0	0	8	97	96	-7	95
CN(Cc1cc([N+](=O)[O-])c2cccnc2c1O)C1CCCCC1	-13	-7	-2	-3	-5	-5	-23	101	98	-15	96

Next part
SMILES	Mcl1 Bid PPI	Bfl-1 Bim block	Bcl-W Bim block	Bcl-2 Bim block	Bcl-XL Bim block	Mcl-1 Bim block	Mcl1-Noxa inh	RGS8-Gao reg	RGS4-Gao reg	Bcl-B Bim block	RGS7-Gao
O=C(NN1C(=O)C2C3C=CC(C3)C2C1=O)c1ccco1 (centres undefined)	-35	-4	-5	-4	-5	-8	9	102	100	-8	100
Cc1ccc2nc(NCC(N)=O)nc(-c3ccccc3)c2c1	-11	.	.	.	.	.	-2	106	100	.	?
CCc1cc(C(=O)N=Nc2c(O)[nH]c3c(Br)cc(Br)cc23)c2ccccc2n1	-1	-11	-1	-4	-5	32	7	102	101	-4	101
COc1cccc(/C=C2\SC(=O)N(CCC(=O)NNC(=O)c3cccc(Cl)c3)C2=O)c1	14	-1	-12	0	-19	-9	6	83	95	-13	92
Cc1cc(C)cc(N(CC(=O)NCCSCc2ccco2)S(C)(=O)=O)c1	-14	-6	0	-7	-1	-1	-5	95	94	-3	92
Cc1cc(C)c2c(N)c(C(=O)c3ccc(Cl)c(Cl)c3)sc2n1	38	-2	0	2	0	-1	43	104	108	-18	102
N#Cc1ccccc1NC(=O)c1cc(=O)c2ccccc2o1	-6	-5	0	-3	-2	-1	11	101	104	-3	102
C=CCN=Cc1c(C)[nH]n(-c2ccccc2)c1=O	-3	-4	-2	1	-2	0	3	100	99	-1	100
CCC(=O)NCCc1nc2cc(NC(=O)c3ccccc3OC)ccc2n1C	4	-12	1	-11	-3	0	2	101	103	-6	99
Cc1ccccc1CSCC(=O)NCCSc1ccccn1	8	-4	0	1	-1	0	3	100	106	0	106
COc1ccc(CNC(=O)CC2C(=O)NCCN2CC(C)(C)C)c(OC)c1 (centres undefined)	-35	-7	-4	-7	-5	-3	-16	101	104	-1	104
CCc1ccc2nc(SCC(=O)Nc3ccccc3N3CCOCC3)c(C#N)cc2c1	11	.	.	.	.	.	-12	96	102	.	?
COc1ccc(-c2noc(CSc3nc(-c4ccccc4)cc(=O)[nH]3)n2)cc1OC	13	-10	-1	-6	-16	0	-3	95	98	-5	93
COc1cccc(C2CC(c3cccs3)=NN2C(=S)Nc2ccccc2)c1OC (centres undefined)	-31	0	0	0	-2	0	-15	96	84	-8	91
CCOC(=O)c1c(C)[n+]([O-])c2ccc3c(non3O)c12	-41	-6	-1	-3	-3	0	3	105	102	-4	103
N#CC1=C(c2ccc(-c3ccccc3)cc2)COC1=O	-54	0	0	0	0	1	15	101	98	-3	95
O=C(Nc1nnc(-c2ccco2)s1)C1CC1	77*	-11	-1	-5	1	-4	7	101	103	-7	102
C/C(CCc1ccc2c(c1)OCO2)=N\N=C(/N)SC1CC(=O)N(c2ccccc2F)C1=O (centres undefined)	-43	-1	-3	0	2	0	-5	107	103	-1	105
COc1ccc(CSc2nc(N3CCOCC3)c3c(c2C#N)CC(C)(C)OC3)cc1	-5	-18	-4	-10	-11	-3	-49	103	102	-10	103
COc1cccc(NC(=S)NNC(=O)C(C)n2nc(C)c([N+](=O)[O-])c2C)c1 (centres undefined)	-115	3	0	-4	0	-2	-6	98	97	-15	98
Cc1cccc(-c2nnc(SCC#N)n2C)c1	5	-6	-2	-1	-7	1	9	101	100	-3	103
O=C(CSc1nnc(Cn2c(=O)sc3ccccc32)n1CCc1ccccc1)N1CCCC1	5	8	13	9	16	10	-30	96	100	14	99
C=CCNC(=O)C(=O)c1c(-c2ccccc2)[nH]c2ccccc12	0	-3	-6	-1	-7	-3	0	86	76	-7	73
CCC1(c2ccc(F)cc2)NC(=O)N(CC(=O)Nc2ccc(-c3nc4ccc(C)cc4s3)cc2)C1=O (centres undefined)	-66	-2	-9	-2	-12	-23	-10	100	100	-12	98
Cc1c(C=O)c2ccccc2n1CC(=O)NC(C)c1ccccc1 (centres undefined)	-21	5	-1	3	0	0	-1	98	97	0	99

New compounds follow:
SMILES	Mcl1 Bid PPI	Bfl-1 Bim block	Bcl-W Bim block	Bcl-2 Bim block	Bcl-XL Bim block	Mcl-1 Bim block	Mcl1-Noxa inh	RGS8-Gao reg	RGS4-Gao reg	Bcl-B Bim block	RGS7-Gao
CCCn1c(=O)[nH]c(=O)c2c1nc(-c1ccc(OC(F)(F)C(F)C(F)(F)F)cc1)n2CCOC (centres undefined)	-4	-5	3	-4	-6	-2	9	104	105	-2	102
CC1CCCN(c2ccc([N+](=O)[O-])s2)C1 (centres undefined)	-30	-1	-2	-2	-6	-4	-2	100	100	-10	102
Cc1cccc(C)c1NC(=O)CC1SC2=NCCN2C1=O (centres undefined)	-7	-20	0	-5	-3	1	12	102	98	-10	97
COCCn1c(=O)[nH]c2cc(C(=O)NC3CCCCCC3)ccc2c1=O	-9	14	7	16	13	11	-3	90	93	11	100
COc1ccc(C2=C(N)c3ccccc3C2=O)cc1	-36	-13	2	-5	-1	3	-5	98	98	-5	97
COc1ccc(C2C(=O)N(C3CCCCC3)CC(=O)N2CCc2ccccc2)cc1OC (centres undefined)	-12	-3	-5	-2	-5	-4	-2	102	103	-4	103
O=C(CCCSc1nnc(-c2cccs2)n1CC1CCCO1)c1ccccc1 (centres undefined)	-14	0	-1	0	-4	-1	0	102	102	-2	100
CCOc1ccccc1-n1c(SCC(N)=O)nc2ccccc2c1=O	-4	0	-1	-4	-7	-3	-6	107	111	-1	114
COc1ccc(CCC(=O)Nc2ccc(C)c(S(=O)(=O)N(C)C)c2)cc1OC	-25	0	0	-3	-4	0	9	103	101	-3	100
O=C(NC12CC3CC(CC(C3)C1)C2)N1CCC(n2nnc3ccccc32)CC1	33	-11	7	-3	-4	0	-2	99	98	-6	103
Cn1c(SCC(=O)NNC(=O)Cc2ccccc2)nnc1-c1ccccc1	10	-12	0	-11	-1	1	-8	102	100	-3	101
CCOc1ccccc1/C=N/NC(=O)CNC(=O)c1cccs1	0	-6	0	0	-2	-1	3	102	102	-3	103
O=C(OCCN=C1NS(=O)(=O)c2ccccc21)c1ccco1	-28	-3	1	0	-3	1	29	103	103	-2	103
CCCCOc1ccc(CN(CCO)CCO)cc1[N+](=O)[O-]	4	-12	-1	-7	-3	-4	3	105	103	-4	98
COc1c(C)cccc1C(=O)Nc1ccc(N2CCOCC2)c(Cl)c1	-1	-12	1	-9	-1	0	9	100	99	-7	96
